D1 potentiator = potentiators of human D1 dopamine receptor | P21728 | HEK293 TREx D1 cells, calcium flux, dopamine EC20 potentiation | potentiation, % at 10 µM | hit rate 0.036% among 360,000 | AID 504651; in the data active = potentiation above about 30%; also: 0% is about no effect
TRHR ag = agonists of human TRH receptor; P34981; TRHR cells, calcium flux fluo-8, FDSS agonist mode; activation, % at 2 µM; hit rate 0.18% among 360,000; in the data active = activation above about 30%; also: 0% is about no effect
Target sequence (P34981 whole entry, looked up): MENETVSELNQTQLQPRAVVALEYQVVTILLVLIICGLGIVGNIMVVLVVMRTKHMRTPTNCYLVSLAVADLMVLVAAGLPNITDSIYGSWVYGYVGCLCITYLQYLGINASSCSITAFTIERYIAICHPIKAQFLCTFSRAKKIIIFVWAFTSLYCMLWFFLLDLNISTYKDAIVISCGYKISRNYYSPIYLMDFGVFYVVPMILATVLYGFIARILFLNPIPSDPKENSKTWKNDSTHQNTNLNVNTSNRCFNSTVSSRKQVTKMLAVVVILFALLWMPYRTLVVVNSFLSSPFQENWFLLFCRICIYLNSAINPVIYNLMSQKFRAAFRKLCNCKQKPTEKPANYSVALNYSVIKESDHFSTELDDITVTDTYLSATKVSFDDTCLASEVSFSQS
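Steps: seed TRHR cells overnight; add fluo-8 no-wash Ca dye, RT 30 min–1.5 h; record 10 s baseline; pin-transfer compounds; monitor fluorescence 1 cycle/s for the agonist window. Calcium increases flag candidate agonists.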
D1 antag = blocks dopamine activation of the human D1 receptor. activity change, negative = inhibition, % at 10 µM. AID 504652. hit rate 3.2% among 360,000. P21728. HEK293 TREx D1 cells, calcium flux, dopamine EC80; hits give low values; in the data active = activity change below about -30%; also: % is scaled to controls: 0 for no effect and ±100 for the full control effect
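Tetracycline-induced HEK293 Trex D1 cells, force-coupled to calcium, dye-loaded; compounds added and read 180 s, then EC80 dopamine added and calcium flux tracked kinetically another 180 s.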
TRHR enhancer = TRH receptor (human) allosteric enhancement; TRHR cells, fluo-8 calcium fluorescence, EC20 TRH enhancement; enhancement, % at 2 µM; hit rate 0.66% among 360,000; AID 493056; in the data active = enhancement above about 30%; also: 0% is about no effect
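TRHR-expressing cells loaded with fluo-8 calcium dye were read kinetically (ex 480/em 530) during compound addition, then stimulated with an EC20 of TRH (10 nM final). Enhancement of the Gq-mediated intracellular calcium response was scored.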
RXFP1 antagonist = blocks the human relaxin receptor RXFP1; HEK293-RXFP1, relaxin-stimulated cAMP HTRF, 30 min; hits give low values; activity change, negative = inhibition, % at 57.5 µM; hit rate 0.59% among 350,000; AID 1259400;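 active = activity change of -60% or lower, but not beyond a set lower limit; inconclusive = change between -60% and -40%, or beyond the set limit; inactive = change above -40%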; also: % is scaled to controls: 0 for no effect and ±100 for the full control effect
RXFP1 ag = RXFP1 (human) receptor agonism; Q9HBX9; HEK293T-RXFP1 cAMP TR-FRET, 30 min; response scale: percent of porcine relaxin response, buffer zero; Potency, µM (doses to about 57.5 µM), for the others: top-dose activation, usual class: activators; hit rate 0.3% among 370,000; AID 2676; also: potency is read from the fitted curve at half-maximal effect; % is scaled to controls: 0 for no effect and ±100 for the full control effect; nearly all actives have a fitted effect of over 60% in size; many of its hits are not listed in these tables
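HEK293 cells stably expressing RXFP1, treated 30 min at 37C with compounds plus PDE4 inhibitor Ro 20174; cAMP measured by HTRF TR-FRET. Normalized to buffer and 29 nM porcine relaxin; EC50 by Hill fit.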
D2 PAM = positively modulates the human D2 dopamine receptor allosterically | P14416 | HEK293 T-REx D2, calcium flux, EC20 dopamine potentiation | potentiation, % at 10 µM | hit rate 0.34% among 340,000;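 active = potentiation over 3 SD above the plate norm, cut at about 30% in these data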; also: 0% is about no effect
Target sequence (P14416 whole entry, looked up): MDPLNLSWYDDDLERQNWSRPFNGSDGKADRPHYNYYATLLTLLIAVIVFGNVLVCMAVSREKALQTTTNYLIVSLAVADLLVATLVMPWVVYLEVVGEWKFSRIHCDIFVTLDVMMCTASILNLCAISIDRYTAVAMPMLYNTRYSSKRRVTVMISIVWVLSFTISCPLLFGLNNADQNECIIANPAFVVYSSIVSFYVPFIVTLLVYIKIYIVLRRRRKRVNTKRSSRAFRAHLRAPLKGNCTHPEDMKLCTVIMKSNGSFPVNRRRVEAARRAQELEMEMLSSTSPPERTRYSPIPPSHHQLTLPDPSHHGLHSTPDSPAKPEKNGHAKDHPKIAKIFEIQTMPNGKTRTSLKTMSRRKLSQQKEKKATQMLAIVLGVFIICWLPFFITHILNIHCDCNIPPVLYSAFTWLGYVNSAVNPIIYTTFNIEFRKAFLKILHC
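Calcium flux readout, no-wash dye, 1 read/s. Inducible HEK293 Trex D2 line, overnight 30 C. Compound alone 180 s (agonist flags), then EC20 dopamine, another 180 s to score potentiation.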
D1 agonist = activates the human D1 dopamine receptor. activation, % at 2 µM. P21728. HEK293 T-REx D1 cells, calcium flux, agonist mode. hit rate 1% among 360,000. AID 504660; in the data active = activation above about 30%; also: 0% is about no effect
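Inducible HEK293 T-REx D1 cells, force-coupled to calcium signalling, were plated at 4000 cells/well with tetracycline and held overnight at 30 C. After no-wash calcium dye loading, compound-evoked calcium rise over 180 s flagged agonists.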
Apoferritin bind = candidate novel general anesthetic via apoferritin binding; P02791; apoferritin/1-aminoanthracene competitive binding, fluorescence; Potency, µM (top dose mostly 77.5 µM), inactives show top-dose activity change, negative = displacement, actives largely listed as inhibitors; hit rate 0.074% among 350,000; AID 485281; also: potency is read from the fitted curve at half-maximal effect; % is scaled to controls: 0 for no effect and ±100 for the full control effect; nearly all actives have a fitted effect of over 20% in size
Target sequence (P02791 2-175 limits assumed): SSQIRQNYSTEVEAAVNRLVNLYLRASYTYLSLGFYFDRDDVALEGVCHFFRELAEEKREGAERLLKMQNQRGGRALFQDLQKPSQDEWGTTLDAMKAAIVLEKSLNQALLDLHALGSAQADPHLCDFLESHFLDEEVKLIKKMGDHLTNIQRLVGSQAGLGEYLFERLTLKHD
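Probe: 1-aminoanthracene (50% saturated, PBS). Protein: horse-spleen apoferritin, 10 uM. Incubation: 10 min, room temperature. Detection: 380 nm excitation, 535 nm emission. Analysis: normalized response, four-parameter Hill.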
Numbers without * were called inactive; ? = inconclusive; · = no result given; [ ] = another dose, or the depositor's remark. Unless noted, calls follow the shape of the dose curve; as a rule, active = well fitted curve in the direction sought with a large enough effect; inconclusive = small, poorly fitted or top-dose-only effect, or another doubt; inactive = no such curve, though single readings can be large; an effect the other way counts as inactive or inconclusive. The list is partial; count on the stated rates, not on these rows.

SMILES	D1 potentiator	TRHR ag	D1 antag	TRHR enhancer	RXFP1 antagonist	RXFP1 ag	D2 PAM	D1 agonist	Apoferritin bind
COc1ccc(Cn2nnnc2C(c2ccccc2Cl)N2CCN(C)CC2)cc1 (stereo unspecified)	-8	-0.3	1	-5	-7	1.1%	-6	-1	4%
CC12CCC(C(=O)N(NC(=O)c3cccnc3)C1=O)C2(C)C (stereo unspecified)	-5	0.4	-7	-4	4	0.0%	2	3	-2%
Cc1nn(S(=O)(=O)c2ccc(C(C)C)cc2)c(C)c1S(=O)(=O)N1CCOCC1	-3	0.7	4	2	-7	3.0%	4	5	-2%
S=c1[nH]nc(Cc2ccccc2)n1Cc1ccco1	-1	0.0	9	3	-4	0.3%	2	3	-1%
CC1CCCCN1C(=O)CSc1nc(-c2ccccc2)cc(=O)[nH]1 (stereo unspecified)	4	0.9	4	7	2	-0.4%	·	2	7%
O=C(COC(=O)c1ccc(S(=O)(=O)N2CCCCC2)cc1)Nc1ccccc1Cl	-7	0.8	-18	-6	-19	-0.2%	-3	7	·
CC(=O)Nc1ccc(S(=O)(=O)Nc2c(C)n(C)n(-c3ccccc3)c2=O)cc1	-3	-0.1	-5	1	-1	-0.2%	2	3	-3%
CCc1n[nH]c(=S)n1/N=C/c1cc(Br)c(OC)cc1OC	-3	0.5	10	11	12	3.6%	20	-2	-10%
O=C(O)CCC(=O)N1N=C(c2c(-c3ccccc3)c3cc(Cl)ccc3[nH]c2=O)CC1c1ccco1 (stereo unspecified)	0	-0.3	11	-11	-6	0.0%	-18	3	-1%
Oc1cc2c(cc1CN1CCN(c3ncccn3)CC1)OCO2	-5	0.0	3	1	12	0.2%	-27	3	-2%
CCOC(=O)N1CCN(c2cc(=O)n(-c3ccc(OC)cc3)c(=O)[nH]2)CC1	0	0.1	0	4	-15	1.9%	-11	2	-2%
CCOC(=O)Cn1c(=NC(=O)C2CC2)sc2c(C)cc(C)cc21	-3	-0.2	1	8	-3	2.9%	19	10	46%[activator]
Cc1cccc(NC(=S)NCCC(c2ccccc2)c2ccccc2)c1	-2	0.3	-16	-1	-11	1.6%	-6	4	68%[activator]
COc1ccccc1OCc1cc(C(=O)N(C)CCC2CCCCO2)no1 (stereo unspecified)	6	-1.2	3	1	-22	3.0%	13	2	-15%
O=C(Nc1ccc(N2CCN(C(=O)c3ccccc3)CC2)cc1)c1ccc(Br)o1	-10	-1.0	5	0	-21	-0.6%	4	2	-2%
CCCOc1ccc(CC(=O)N/N=C\c2ccc(F)cc2)cc1	-5	1.1	-4	3	-11	1.4%	3	8	?
CNC(=O)c1sc(=S)n(-c2ccc(OC)cc2)c1N	3	0.1	7	2	-19	-0.6%	18	0	-17%
Cc1ccc2occ(CC(=O)Nc3c(C)cccc3C)c2c1	2	-0.8	1	0	1	-0.1%	11	12	0%
Cc1ccc(-n2cnc3cc(C(=O)NCc4ccccc4Cl)ccc32)c(C)c1	-2	0.4	-1	-5	-13	-6.3%	5	0	60%
COCCNC(=O)c1cccc(OC2CCN(Cc3ccc(F)c(OC)c3)CC2)c1	0	0.3	39	-2	3	0.9%	-7	-4	-2%
COc1ccc(Cl)cc1N1C(=O)c2cccnc2C1=O	0	-1.8	0	7	-4	0.7%	6	2	3%
COc1ccccc1-n1c([S-])c(C(=O)Nc2ccccc2C(F)(F)F)[n+]2ccc(C(=O)NCCO)cc12	-1	1.0	13	3	-1	0.3%	-5	3	-6%
Nc1ccn(CC(=O)NCc2ccc3c(c2)OCO3)c(=O)n1	1	0.0	·	-3	·	1.1%	-12	-3	·
CC(Sc1nc2cc([N+](=O)[O-])ccc2n1-c1ccc(F)cc1)C(=O)NCc1ccc2c(c1)OCO2 (stereo unspecified)	-7	0.4	-2	11	·	1.3%	8	1	-13%
S=c1[nH]nc(-c2ccccc2)n1/N=C/c1cccc(Cl)c1	-3	0.4	7	0	2	-0.1%	3	4	-9%
CCc1cc(C(=O)Nc2ncccc2O)sc1C	2	-0.6	-2	1	2	1.4%	1	1	-16%
COC(=O)c1c(Oc2ccc(C(C)=O)cc2)nnc(-c2ccccc2)c1-c1ccccc1	-2	0.3	-19	-9	?	0.5%	5	3	-8%
Cc1c(Cc2ccccc2)c(=O)oc2cc(OCC(=O)c3ccccc3)ccc12	-1	0.9	39	-1	-3	1.1%	12	3	0%
Cc1cccc(-c2nc3ccccc3n2Cc2ccccc2)c1	0	-1.1	-49*	-5	-19	-0.9%	10	53*	14%
C/C(=N\NC(=O)c1cc(Br)ccc1O)c1ccccn1	-1	0.6	4	-3	-8	-1.0%	4	12	-9%
Cc1cc(C(=O)Nn2c(C3CCCCC3)nc3ccccc3c2=O)ccc1[N+](=O)[O-]	-6	0.5	-16	-1	-10	-1.9%	-5	4	-19%
Cc1c(NC(=O)OCCNC(=O)COc2ccc(Cl)cc2Cl)sc(=S)n1C	-9	0.0	-43*	5	-1	1.9%	7	15	4%
COC(=O)c1sccc1NC(=O)C1CC2CCC1C2 (stereo unspecified)	5	0.0	-1	4	-36	0.2%	7	1	-9%
Cc1ccc2oc(=O)c(/C=C(\O)c3sc(C)nc3C)nc2c1	4	1.9	-9	-1	2	2.2%	·	5	3%
Cc1ccc(CN(Cc2cccnc2)C(=S)Nc2cc(Cl)ccc2C)cc1	-5	0.0	-14	-4	8	-5.8%	3	6	54%[activator]
COc1ccc(Nc2nnc(SCC(=O)Nc3cc(C)on3)s2)cc1	-5	-0.4	-8	-3	7	2.2%	0	2	-8%
Cc1ccsc1C(=O)N1CCN(c2ccccn2)CC1	-2	-0.8	-18	-4	10	-0.5%	-6	0	-8%
O=C(N/N=C/C=C\c1ccco1)c1cccnc1	-6	0.3	-3	-1	9	-1.0%	11	0	-14%
Cc1ccc(/C([O-])=C(/C(=S)Nc2ccc(SC(F)F)cc2)[n+]2ccccc2)cc1[N+](=O)[O-]	-3	-0.1	-14	-1	-2	2.1%	9	7	?
CC1CC(C)CN(S(=O)(=O)c2ccc3c(c2)CC(C)N3C(=O)C2CCC2)C1 (stereo unspecified)	-8	0.2	-2	0	-4	0.0%	4	0	38%[activator]

Overlap with the part before: 4 entries; new compounds follow.
SMILES	D1 potentiator	TRHR ag	D1 antag	TRHR enhancer	RXFP1 antagonist	RXFP1 ag	D2 PAM	D1 agonist	Apoferritin bind
Cc1ccsc1C(=O)N1CCN(c2ccccn2)CC1	-2	-0.8	-18	-4	10	-0.5%	-6	0	-8%
O=C(N/N=C/C=C\c1ccco1)c1cccnc1	-6	0.3	-3	-1	9	-1.0%	11	0	-14%
Cc1ccc(/C([O-])=C(/C(=S)Nc2ccc(SC(F)F)cc2)[n+]2ccccc2)cc1[N+](=O)[O-]	-3	-0.1	-14	-1	-2	2.1%	9	7	?
CC1CC(C)CN(S(=O)(=O)c2ccc3c(c2)CC(C)N3C(=O)C2CCC2)C1 (stereo unspecified)	-8	0.2	-2	0	-4	0.0%	4	0	38%[activator]
O=C(C1=C(O)C(=O)N(Cc2ccco2)C1c1ccccc1F)c1cccs1 (stereo unspecified)	1	-0.3	4	5	4	?	1	1	-15%
COCCNC(=S)NC(=O)c1ccc(C(C)(C)C)cc1	3	-2.6	-11	0	8	-1.0%	-3	7	?
CC(C)(C)c1nc[nH]c(=O)c1Br	0	0.5	10	-6	-5	1.0%	-1	4	-5%
CCOC(=O)c1sc(=S)n(C)c1NC(=O)c1ccc(F)cc1	0	-0.1	-14	1	1	0.5%	29	12	-10%
Cc1ccc(S(=O)(=O)NC2CC2)s1	2	-2.3	4	0	1	-2.2%	-7	4	-12%
Cn1nnc(NC(=S)NC(=O)c2ccccc2)n1	5	-0.4	2	-2	-9	1.1%	5	4	6%
COc1cccc2sc(N(Cc3cccnc3)C(=O)c3ccc4c(c3)OCCO4)nc12	-2	-0.6	-1	-3	-9	5.5%	-4	4	-6%
FC(F)(F)c1cccc(N2CCN(CC3CC=CCC3)CC2)c1 (stereo unspecified)	5	0.4	20	-4	?	0.2%	-24	3	-1%
COc1cc(/C=N/Nc2ccc(Cl)c(C(=O)O)c2)ccc1OCC(=O)N1C(C)CCCC1C (stereo unspecified)	8	0.0	3	5	-20	3.1%	0	1	-14%
O=C(OCCN1CCOCC1)c1cccc(F)c1	0	-0.2	14	1	6	-0.3%	11	8	-1%
CCCN1CCN(C(=O)CCCn2c(C)c3cnn(-c4ccccc4)c(=O)c3c2C)CC1	·	0.0	0	-1	-1	0.7%	1	-1	-16%
CCCOc1ccc(C2C(=O)N(C3CCC(C)CC3)CC(=O)N2CCc2ccccc2)cc1OC (stereo unspecified)	2	0.5	18	-3	14	3.2%	9	-4	-5%
COc1ccc(Nc2c3c(nc4ccccc24)CCC3)c(OC)c1	-8	-0.4	-1	-13	-11	-1.5%	-4	1	8%
Cc1ccc(OCCCCN2CCCCC2)c(Br)c1	-10	-0.3	-23	2	·	2.6%	-28	7	4%
COc1cc(C2NC(=S)NC(C)=C2C(=O)OC(C)C)ccc1OC(C)C (stereo unspecified)	0	-0.3	5	2	6	1.6%	2	-1	-10%
Cc1[nH]c2ccccc2c1CCN(Cc1cccs1)C(=S)NC(C)(C)C	0	1.2	-10	2	·	-0.7%	-11	10	-12%
COc1ccc(CC(=O)Nc2ccccc2Oc2ccccc2)cc1	-8	0.2	5	-14	·	0.3%	-7	8	-18%
CCCCN(CCCC)S(=O)(=O)c1ccc(NC(=O)Cc2cccs2)cc1	-7	-0.5	-2	-8	3	0.4%	0	9	-14%
CCOC(=O)CN1CC23C=CC(O2)C(C(=O)NCc2ccc(F)cc2)C3C1=O (stereo unspecified)	-6	0.6	-19	-7	-12	0.2%	1	3	2%
CCC(C(=O)NCc1cccc(C)c1)n1nc(C)c2c(C)n(-c3ccccc3)nc2c1=O (stereo unspecified)	6	0.0	2	3	-6	1.9%	6	0	?
O=C(N/N=C/c1ccc(-c2cccc(C(F)(F)F)c2)o1)c1ccccc1O	-9	-0.9	0	1	17	0.4%	-3	4	-2%
COc1ccc(-c2noc(Cc3cccs3)n2)cc1	-4	-0.1	-8	-5	-10	2.6%	12	2	-12%
O=C(NNC(=O)c1ccccc1F)c1cccs1	-6	0.4	-18	14	-19	-0.6%	-5	1	56%[activator]

Source: PubChem BioAssay
